# MsrA act – bovine MsrA enzyme activators, primary screen, biochemical, absorbance, HTS | Methionine sulfoxide reductase A (Bos taurus) | purified bovine MsrA, absorbance read-out | activation, % at 10.6 µM | 0.3% of 360,000 active | AID 602163, 2012; in the data active means activation above about 7.5%;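 further: 0% = vehicle and 100% = reference activator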
# TbMetRS inhib – T. brucei MetRS inhibitors, primary screen, biochemical, luminescence. methionyl-tRNA synthetase (Trypanosoma brucei brucei). purified T. brucei MetRS, ATP depletion, Kinase-Glo luminescence. inhibition, % at 11.9 µM. 0.4% of 360,000 active;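 active means inhibition above a per-plate cutoff of the control wells' mean inhibition plus 3 SD, cut at about 5.5% in these data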;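 further: 0% = DMSO wells median and 100% = median of wells with control inhibitor compound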
#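 Dosing: 11.9 µM compound single dose, 0.9% DMSO; Assay system: purified T. brucei MetRS enzyme; Measured by: Kinase-Glo luciferase luminescence reporting remaining unconsumed ATP; Schedule: 15 min plus 2 h at 25 °C.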
# FAS TE block – FAS thioesterase domain inhibitors, primary screen, biochemical, fluorescence intensity, uHTS; Fatty acid synthase (Homo sapiens), P49327; recombinant FAS-TE, OMFH fluorogenic substrate, fluorescence endpoint; inhibition, % at 15 µM; 0.67% of 360,000 active; AID 602261, 2012;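 active means compounds whose normalised, plate-corrected inhibition of enzyme fluorescence in the single-dose primary screen is 50% or more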;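 further: 0% = DMSO with enzyme and 100% = substrate without enzyme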
# MT1-MMP act inh – blockers of MT1-MMP proenzyme processing, primary screen, HT1080 RFP-PRO-GFP cells, GFP/RFP fluorescence. Matrix metalloproteinase-14 (Homo sapiens), P50281. GFP/RFP ratio fluorescence, overnight; percent of plate control window, DMSO zero. GFP/RFP ratio change, % at 20 µM. 0.061% of 360,000 active;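 active means GFP/RFP ratio change of at least 30% with cell ATP level not reduced by more than half and red fluorescence within 50% of control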; further: strong numbers were not always called active
#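 system = RFP-PRO-GFP reporter HT1080 cells | dosing = 20 µM single dose, 1% DMSO | timing = overnight cell settling, then overnight compound exposure, 37 °C, 5% CO2 | read-out basis = GFP/RFP fluorescence ratio | controls = DMSO and RFP-L50D-GFP cell wells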
# SKN-1 inh – suppressors of acrylamide-induced Pgst-4::GFP reporter in worms, primary screen, SKN-1 inhibitor project, whole organism, uHTS, GFP/RFP fluorescence ratio, strain VP596 | C. elegans VP596 Pgst-4::GFP/RFP ratio, 24 h | AID 624304, 2012 | 0.49% of 360,000 active | inhibition, % at 21.8 µM;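 active means interference check ratio from 0.5 to 1.5 plus GFP to RFP signal ratio inhibition reaching or exceeding a fixed threshold, cut at about 30% in these data, passing the limit was not always enough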; further: some compounds called inactive have numbers as strong as hits
# CendR NRP1 mod – modulators of CendR peptide binding to NRP-1, primary screen, biochemical, fluorescence polarization, uHTS; inhibition, % at 25 µM; 0.85% of 360,000 active; AID 602438, 2012; FAM-RPARPAR peptide binding to NRP-1; Neuropilin-1 (Homo sapiens), O14786;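 active means inhibition or corrected inhibition above about 18%, plus a signal ratio from 0.5 to 1.5, limit read from the data, passing the limit was not always enough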; further: strong numbers were not always called active
# MLLE-PAM2 inh – inhibitors of PABP1 MLLE–PAM2 peptide binding, primary screen, biochemical, fluorescence polarization, FITC-PAM2, GST-MLLE | inhibition, % at 20 µM | 0.36% of 360,000 active | AID 588489, 2011; in the data active means inhibition above about 35%, passing the limit was not always enough;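 further: plate controls were DMSO wells with GST-MLLE for no effect and wells lacking GST-MLLE protein for full effect; some results filed as inactive read as strong as hits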
# MsrA inhibitor – bovine MsrA enzyme inhibitors, primary screen, biochemical, absorbance, HTS; Methionine sulfoxide reductase A (Bos taurus); purified bovine MsrA, absorbance read-out; inhibition, % at 15.5 µM; 0.75% of 360,000 active; in the data active means inhibition above about 4.5%;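 further: 0% = vehicle wells with enzyme and 100% = reference inhibitor wells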
# E coli Lon inh – inhibitors of E. coli Lon protease, primary screen, biochemical, fluorescence polarization. P0A9M0. purified E. coli Lon protease. inhibition, % at 7.94 µM. 0.42% of 360,000 active. AID 602123, 2011; in the data active means inhibition above about 13%, passing the limit was not always enough;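 further: 0% = enzyme with probe and DMSO and 100% = no enzyme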
# Target sequence (P0A9M0 whole entry, looked up): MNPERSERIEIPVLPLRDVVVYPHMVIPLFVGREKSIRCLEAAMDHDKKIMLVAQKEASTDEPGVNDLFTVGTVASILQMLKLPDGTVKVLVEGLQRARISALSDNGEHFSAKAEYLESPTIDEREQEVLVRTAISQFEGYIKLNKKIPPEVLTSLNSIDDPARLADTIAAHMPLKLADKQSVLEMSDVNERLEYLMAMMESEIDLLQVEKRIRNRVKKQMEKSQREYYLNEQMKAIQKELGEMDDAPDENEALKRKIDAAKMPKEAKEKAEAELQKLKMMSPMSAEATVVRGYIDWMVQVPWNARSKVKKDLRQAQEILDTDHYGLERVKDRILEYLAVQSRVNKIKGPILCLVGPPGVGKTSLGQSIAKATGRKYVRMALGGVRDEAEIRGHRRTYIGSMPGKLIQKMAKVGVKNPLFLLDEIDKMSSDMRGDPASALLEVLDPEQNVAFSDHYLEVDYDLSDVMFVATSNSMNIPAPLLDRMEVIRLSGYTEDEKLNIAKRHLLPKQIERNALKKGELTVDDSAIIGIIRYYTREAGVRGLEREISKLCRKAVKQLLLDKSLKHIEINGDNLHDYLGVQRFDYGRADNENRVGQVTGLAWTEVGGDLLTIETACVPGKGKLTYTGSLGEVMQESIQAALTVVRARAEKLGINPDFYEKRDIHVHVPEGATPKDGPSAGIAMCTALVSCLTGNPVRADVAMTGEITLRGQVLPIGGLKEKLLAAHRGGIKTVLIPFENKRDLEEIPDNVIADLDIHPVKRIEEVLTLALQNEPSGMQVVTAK
# Active calls of the source: *; i = inactive; x = no result given.
SMILES,MsrA act,TbMetRS inhib,FAS TE block,MT1-MMP act inh,SKN-1 inh,CendR NRP1 mod,MLLE-PAM2 inh,MsrA inhibitor,E coli Lon inh
Brc1ccc(COc2ncnc3ccccc23)cc1,-3,0.3,8,-4,17,0,-53,-1.9,2
CN(CC(=O)NC1CCN(Cc2ccccc2)CC1)S(=O)(=O)c1ccc(Cl)cc1,-4,-0.1,-4,1,20,-12,-2,-0.6,-18
Cc1ccc(OCC(=O)Nc2nnc(S(=O)(=O)N3CCCCCC3)s2)cc1C,-1,-0.2,4,1,-2,-6,-11,0.2,-4
O=C(NNC(=O)c1ccc2ccccc2n1)c1ccc(O)cc1,-4,-0.2,-3,4,-14,11,7,0.4,-16
COc1cccc(CN(Cc2ccco2)S(=O)(=O)c2ccc(S(=O)(=O)NCc3ccccc3)cc2)c1OC,-3,-0.9,24,-13,10,-4,-4,0.5,-2
CCOC(=O)c1nc(Nc2ccc(OC)cc2)c2ccccc2n1,-3,0.3,0,-2,6,10,-2,x,0
COc1ccc(NC(=S)N(CCc2c(C)[nH]c3ccc(C)cc23)Cc2cccs2)cc1,-4,-0.6,28,0,0,-5,-26,-0.5,-2
CC1(C)CC(=O)C=C(c2ccc(COC(=O)Cc3ccccc3)cc2)C1=O,-2,-1.1,73*,2,0,1,-15,-0.4,-7
O=C(CC1Sc2ccccc2NC1=O)OCC(=O)N1CCc2ccccc21 (stereo not given),1,0.2,3,7,-5,1,-43,0.1,-1
Cc1ccc2c(c1)C(O)(CC(=O)c1cccnc1)C(=O)N2 (stereo not given),-9,0.8,-6,0,-7,10,2,0.4,2
COc1ccc(Cc2c(-c3ccco3)nc3ccc(Br)cn23)c(C)c1,-8,-0.9,-1,-4,19,-35,-22,-0.7,-20
CCn1c(=O)c2ccccc2n(CC(=O)NC2CCCCC2)c1=O,-8,-1.5,-2,-3,-14,0,-5,0.1,1
O=C(c1cccc(-c2cccc3nccn23)c1)N1CCOCC1,-2,-0.3,-7,2,7,16,2,1.6,3
O=C1CN(C(=O)/C=C/c2ccc(Cl)cc2Cl)CCN1,-4,1.1,-4,0,11,6,17,-0.9,8
O=C(/C=C/c1ccc(O)c(O)c1)NC(=O)c1ccccc1O,-6,2.6,-1,-6,9,-72,-5,6.3*,-6
O=C(CC(=O)c1ccccc1)Nc1ccccc1C(F)(F)F,-2,-0.1,-1,5,11,6,2,0.6,7
CC(=O)N1N=C(N)SC12CCCC2,-2,-0.1,-4,0,0,2,-8,0.1,5
Cc1csc(SCC(=O)Nc2cc([N+](=O)[O-])ccc2F)n1,-2,-0.2,18,-1,3,12,10,-0.3,-9
O=S(=O)(NCCOCC(F)(F)F)c1ccc2oc3ccccc3c2c1,-1,0.0,27,1,5,-2,1,0.4,-8
COC(=O)c1ccccc1NC(=S)N(Cc1ccc2c(c1)OCO2)Cc1cc2ccc(OC)cc2[nH]c1=O,-1,-1.2,14,-2,14,-1,-60,-0.6,2
O=C(c1cc(-c2ccc(O)cc2)on1)N1CCCC1,-2,0.4,1,2,7,13,-11,0.5,-18
Cc1nnc(SCC(=O)Nc2ncc3c(n2)CC(c2ccccc2)CC3=O)s1 (stereo not given),-10,-1.5,10,-1,-26,-2,-15,-0.7,-9
CC(=O)Nc1ccc(OCCCN2CCC(C(O)(c3ccccc3)c3ccccc3)CC2)cc1,-3,-0.3,-3,6,8,1,x,0.2,-1
CCCCn1c(N)c(N(CC)C(=O)c2cccc(S(=O)(=O)N3CCN(C)CC3)c2)c(=O)[nH]c1=O,-2,0.1,-4,0,9,1,-2,0.1,-5
O=C1c2cccc3cccc(c23)C(=O)N1CC1CCCO1 (stereo not given),-9,-1.5,-6,-5,11,6,10,4.3,-6
CN(C)S(=O)(=O)c1ccc(Cl)c(NC(=O)COC(=O)c2ccc3c(c2)NC(=O)CS3)c1,-5,0.2,4,-3,11,-18,0,-0.5,2
Nc1ccc2nc3c(=O)n(CCc4ccccc4)c(=O)[nH]c3nc2c1,-4,2.2,-119,-142,-23,133,i,-0.2,191*
O=C(N/N=C/c1ccc(O)c(O)c1)c1cccc(S(=O)(=O)N2CCCCC2)c1,-4,-0.3,0,2,-8,-7,-3,0.7,5
C=CCN1CCN(c2ccncc2S(=O)(=O)N2CCN(C)CC2)CC1,-12,0.0,-9,-1,10,2,3,0.0,3
COc1ccc(OCC(=O)Nc2cccc(-c3nc4ccccc4[nH]3)c2)cc1,-3,7.1*,8,15,7,-5,13,-0.1,-4
Cc1ccc(C(=O)N2CCNC(=O)C2CC(=O)Nc2ccccc2)cc1 (stereo not given),-2,-0.2,0,0,-2,21,7,-0.6,-6
Cc1ccc(CNC(=O)COC(=O)Cn2nc(C)c([N+](=O)[O-])c2C)cc1,-3,0.5,-7,-3,1,1,-1,-0.3,2
O=S1(=O)C[C@@H](N2CCN(c3ccccc3)CC2)[C@H](COCc2ccccc2)N1,2,-0.6,-1,1,5,9,-4,0.1,-10
O=C(NC1CCCCC1)C1CC(=O)N(c2ccc(Cl)cc2)C1 (stereo not given),1,0.1,-2,0,8,1,-4,0.8,-4
Cc1ccc(C(=O)NNC(=O)C2CCN(S(=O)(=O)c3ccc(C)cc3)CC2)cc1,2,0.2,-3,-3,-3,1,-20,1.0,-5
Cc1[nH]c2ccccc2c1/C=N/NC(=O)c1cc(-c2cccs2)[nH]n1,-10,-0.6,13,-3,3,-10,-11,4.7*,-3
Cc1cc(Cl)ccc1NC(=O)CSc1nnc(-c2ccncc2)n1Cc1ccco1,-6,-0.5,1,-2,-1,-20,-25,0.4,-12
CCOC(=O)c1nnc(-c2cccs2)nc1Oc1ccc(Cl)cc1,-3,-0.4,9,-2,-7,-7,2,2.8,1
Cc1ccc(S(=O)(=O)Nc2cc3c(C(=O)O)c(C)oc3c3ccccc23)c(C)c1,-3,0.1,4,-8,8,9,-2,-2.0,-17
COCCN=C1NC(=O)C(CC(=O)Nc2cccc(Cl)c2C)S1 (stereo not given),-7,-0.3,-2,3,-1,-5,4,0.9,3
CC(C)Sc1nsc2nc(=O)c(/C=C3\C=Nc4ccccc43)c(N)n12,-2,-0.2,3,-1,-11,-10,-11,-0.4,-1
Cc1cc(C2C(C#N)=C(N)Oc3n[nH]c(C)c32)c(C)s1 (stereo not given),-3,-1.1,-7,1,-11,-11,14,-0.3,-8
COc1ccc(C2=NN(S(C)(=O)=O)C(c3ccc4nccnc4c3)C2)cc1 (stereo not given),-6,-0.6,-14,1,12,-44,-14,-0.1,-1
O=C1c2ccccc2CN1CCNS(=O)(=O)c1ccc(Cl)cc1,-3,-1.1,-3,1,-8,-6,5,0.2,-4
COc1ccc(-c2c(NC(=O)c3ccco3)oc3c(C)cccc3c2=O)cc1OC,-2,-0.2,-6,-4,6,12,4,2.6,-4

# Fetched by compound from above:
SMILES,MsrA act,TbMetRS inhib,FAS TE block,MT1-MMP act inh,SKN-1 inh,CendR NRP1 mod,MLLE-PAM2 inh,MsrA inhibitor,E coli Lon inh
CCOC(=O)c1nnc(-c2cccs2)nc1Oc1ccc(Cl)cc1,-3,-0.4,9,-2,-7,-7,2,2.8,1
COc1ccc(NC(=S)N(CCc2c(C)[nH]c3ccc(C)cc23)Cc2cccs2)cc1,-4,-0.6,28,0,0,-5,-26,-0.5,-2

# More records follow:
SMILES,MsrA act,TbMetRS inhib,FAS TE block,MT1-MMP act inh,SKN-1 inh,CendR NRP1 mod,MLLE-PAM2 inh,MsrA inhibitor,E coli Lon inh
C=CCc1c(C)nc(SC)nc1Nc1ccc(C(=O)O)cc1,-4,0.4,-4,-5,-8,-3,10,0.6,1
CCOC(=O)C(C)Sc1nc2c(c(-c3cccs3)c1C#N)CCC2 (stereo not given),-1,0.3,21,-4,-2,0,4,-0.6,-5
CC(=O)Nc1ccc(C)cc1NC(C)=O,-2,0.1,-8,2,5,12,10,-1.2,-3
CCC(=O)Nc1ccc(C(=O)NCc2ccccn2)cc1,-11,-0.7,-13,6,17,10,-2,-0.3,4
O=C(CSc1nc(=O)n2ccccc2n1)Nc1ccc2c(c1)OCCO2,-4,-0.1,-8,-3,4,2,24,2.5,8
COc1ccc(NC(=O)c2cc(C)no2)cc1OC,-2,0.4,-2,6,11,1,-2,0.8,4
Cc1c(C)n(C)c2ccc(C(=O)NCCCN3CCN(C)CC3)cc12,-1,0.4,-5,2,18,-4,-3,-0.5,6
Cc1ccc(NC(=O)CN(CCc2ccccc2)S(C)(=O)=O)cc1,0,1.2,2,4,-2,7,-3,0.1,-23
CCCc1oc(C(=O)O)cc1CN1CCOCC1,-1,0.2,-7,3,7,-2,5,0.5,-6
O=c1[nH]c(-c2cccnc2)nc2sc(-c3ccccc3)cc12,-4,-0.3,-6,2,-2,22,4,1.6,-7
Cc1ccc(O)c(CC(C)C)n1,4,0.1,-9,9,-2,-8,-1,0.8,-11
CCC(C)(C)NC(=O)C(c1ccncc1)N(Cc1cccs1)C(=O)Cn1nnc2ccccc21 (stereo not given),2,-0.3,-4,-4,9,-4,-7,-0.6,6
COC(=O)C1=C(NC(=O)c2ccc(C)cc2)CCS1,-2,-0.2,-5,12,0,11,0,0.2,2
COc1ccc([N+](=O)[O-])cc1NCc1c(F)cccc1F,-2,-0.1,4,-2,28,10,4,-0.4,5
COc1cc2cnc(CCO[C@H]3CCCCO3)cc2cc1OC,-7,-0.4,-13,-2,1,-9,11,0.8,5
COC(=O)c1cccc(NC(=O)Nc2ccccc2OC)c1,-3,-0.4,5,3,17,-1,4,-0.8,-8
CCOC(=O)N1CCC(N(CCCOC)C(=O)Nc2cccc(OC)c2)CC1,-3,-0.7,-8,7,12,1,13,-0.9,-2
CCOC(=O)c1nc2ccccc2nc1C,-4,0.9,-10,-3,5,-2,5,-0.6,-5
CSc1ccc(S(=O)(=O)N2CCCC2)cc1,-10,-1.4,-4,-2,-24,19,12,-0.3,-1
O=C(Cc1ccc(Cl)cc1)Nc1ccc(NC(=O)c2ccccc2)cc1,-10,-1.0,-1,1,2,-4,6,-0.8,0
O=C(Nc1ccccc1)c1ccc(-c2ccccc2)s1,-3,0.0,3,-1,9,6,-12,1.4,-5
O=C(COC(=O)c1cc(Cl)nc(Cl)c1)NCCc1ccc(F)cc1,-2,0.1,3,-3,2,-16,1,2.2,-4
O=C1CSc2ccc(S(=O)(=O)N3CCN(c4ccccc4)CC3)cc2N1,-1,-0.1,8,4,28,8,-10,0.1,-1
CN(C)c1cccc(N(C)C)c1CNC(=O)C(C)(C)C,-1,1.3,-5,-3,14,9,5,-0.8,3
CC(=O)c1ccc(C2CC(OCCF)=CC(=O)O2)cc1 (stereo not given),x,0.2,x,0,-4,0,x,-0.1,x
